TRPC4 potent – allosterically enhances the mouse TRPC4 cation channel; Q9QUQ5; HEK293 TRPC4beta/mu-opioid, DAMGO EC20, Fluo-4 Ca2+ flux; active compounds read high; B-score at 10 µM; hit rate 0.42% among 310,000; AID 2227;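 active = B-score of calcium response area above 5 SD of library B-scores, with initial fluorescence ratio within 5 SD of library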;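 note: B-score of integrated fluorescence ratio over time as area under calcium response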
TRPC4 act – TRPC4 (mouse) channel activation | Q9QUQ5 | HEK293 TRPC4beta/mu-opioid, Fluo4 calcium fluorescence; active compounds read high | B-score at 10 µM | hit rate 0.49% among 310,000 | AID 2237;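 active = B-score above 5 SD of library B-scores, and initial fluorescence ratio not above library mean plus 5 SD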;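 note: positive B-score marks a calcium rise read as TRPC4 activation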
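Material: HEK293 stable line with TRPC4beta plus mu-opioid receptor; technique: Fluo4 calcium-sensitive dye fluorescence, kinetic, 1 Hz baseline; timing: Fluo4 dye loading 45 min at room temperature, 110 s recording; controls: assay buffer as low control, maximal DAMGO as high control; read-out: integrated baseline-normalised fluorescence ratio, converted to per-well B score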
TRPC6 act – activators of mouse TRPC6 channel; B-score at 10 µM; hit rate 0.13% among 310,000; HEK293-TRPC6 membrane potential dye fluorescence; active compounds read high; AID 2550;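 active = B-score of the integrated fluorescence ratio above library mean plus 3 SD, and starting fluorescence ratio within library mean plus 5 SD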;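 note: higher score means more depolarization so channel activation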
PolyA inhibitor – yeast polyadenylation inhibition; S. cerevisiae SKY197-pL101 polyadenylation reporter, beta-gal luminescence; efflux-impaired pdr1/pdr3 knockout yeast; score 100 = 6 SD above DMSO; calls only at 12 µM; hit rate 0.02% among 300,000; AID 1875;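 active = lowest replicate activity score at least 50, where 100 means six control SD above control mean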;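 note: yeast exposed to compound for 9 h at 30 °C; higher score means more reporter readthrough which indicates perturbed polyadenylation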
MrgX1 antagonist – antagonists of human MrgX1 receptor. B-score at 10 µM. hit rate 1.3% among 310,000. Q96LB2. AID 588676. MRGX1-HEK293 calcium flux, Fluo-4, BAM8-22 antagonism; active compounds read low;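 active = calcium-response B-score plate-corrected more than 3 library SD below zero, starting fluorescence within 5 deviations, no agonist response on first addition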;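 note: peak minus trough fluorescence over baseline after final BAM8-22 challenge near maximal dose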
Target sequence (Q96LB2 whole entry, looked up): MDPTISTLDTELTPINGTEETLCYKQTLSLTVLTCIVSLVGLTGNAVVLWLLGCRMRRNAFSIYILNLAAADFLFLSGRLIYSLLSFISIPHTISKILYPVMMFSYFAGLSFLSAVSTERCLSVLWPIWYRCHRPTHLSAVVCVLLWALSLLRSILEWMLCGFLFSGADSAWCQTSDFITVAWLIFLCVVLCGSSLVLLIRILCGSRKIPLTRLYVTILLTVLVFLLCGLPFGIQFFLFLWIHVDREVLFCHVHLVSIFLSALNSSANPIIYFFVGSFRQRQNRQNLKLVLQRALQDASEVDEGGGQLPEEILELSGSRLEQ
AI-2 QS mod – Vibrio harveyi AI-2 quorum sensing modulation | Vibrio harveyi JMH597 AI-2 luminescence/OD600 ratio, 9 h; active compounds read low; strain lacks LuxN and CqsS sensors; 0 = neutral-control median | activity change, % at 7.5 µM | hit rate 0.4% among 300,000 | AID 2094; in the data active = activity change below about -75%, passing the limit was not always enough;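 note: luminescence divided by OD600 gain over 9 h not by final OD600 alone; inactives centre near 13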
MrgX1 agonist – human MrgX1 receptor agonism, primary screen; AID 588627; MrgX1-HEK293 cells, Fluo-4 calcium fluorescence, agonist mode; active compounds read high; hit rate 0.44% among 310,000; Q96LB2; B-score at 10 µM;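 active = calcium response B-score plate-corrected fluorescence ratio at least 3 library SD, with starting fluorescence B-score inside 5 SD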
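Material – MrgX1-expressing HEK293 cells · Input – 15,000 cells seeded per well · Dosing – compound as first of three additions · Times – overnight seeding, then 1 h dark dye loading · Measured by – kinetic Fluo-4 NW fluorescence of intracellular calcium · Read-out – B-scored fluorescence response ratio · Benchmarks – positive and negative control wells on each plate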
TRPC4 inh – TRPC4 (mouse) channel inhibition | AID 2247 | hit rate 0.39% among 300,000 | HEK293 TRPC4beta/mu-opioid, DAMGO-evoked Fluo4 calcium flux; active compounds read low | B-score at 10 µM | Q9QUQ5;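 active = B-score over 3 SD under the library average, no early fluorescence shift, positive overall ratio signal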
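Material: HEK293 cells with stable TRPC4beta plus mu-opioid receptor expression; probe or stimulus: DAMGO in two steps, submaximal then maximal; technique: Fluo4 calcium fluorescence by kinetic imaging, 5 s 1 Hz baseline; measure: integrated fluorescence ratio relative to baseline, converted to per-well B score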
TRPC6 inhibitor – blocks the mouse TRPC6 cation channel; Q61143; HEK293-TRPC6, membrane potential dye, ACh-evoked depolarization; active compounds read low; B-score at 10 µM; hit rate 1.1% among 310,000; AID 2553;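 active = B-score under library mean minus 3 SD, initial fluorescence not abnormally high, positive integrated signal ratio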;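 note: B-score derived from integrated fluorescence ratio over the kinetic read; more negative B-score means stronger inhibition of depolarization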
MrgX1 allo act – human MrgX1 positive allosteric modulation, primary screen. Q96LB2. MrgX1-HEK293, Fluo-4 calcium flux, FDSS; active compounds read high. B-score at 10 µM. hit rate 0.63% among 310,000;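 active = plate-corrected calcium response at least 3 library SD above typical, normal starting fluorescence, not activating the receptor alone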;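 note: compound read alongside a low EC10 to EC30 dose of BAM8-22 agonist; peak minus trough fluorescence over baseline measured at the second addition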
HIF act – HIF pathway transcriptional activation; activation, % at 7.5 µM (by protocol); AID 1910; U2OS HRE-luciferase reporter, luminescence; normalized: DMSO 0%, desferrioxamine 100%; hit rate 0.32% among 300,000;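 active = mean activation of at least 10% of the iron chelator positive control signal, with at least half of replicates also reaching 10%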
* hit, by the source's call; i = inactive; . = not tested or not shown.

Start of the data: the first 2 entries, ahead of the listing:
SMILES	TRPC4 potent	TRPC4 act	TRPC6 act	PolyA inhibitor	MrgX1 antagonist	AI-2 QS mod	MrgX1 agonist	TRPC4 inh	TRPC6 inhibitor	MrgX1 allo act	HIF act
N#C/C(=C\c1cccs1)C(=O)NCc1cccnc1	i	i	i	i	i	8	i	i	i	i	0.0
CCCCN(C(=O)CSCC(=O)Nc1ccc(OC)cc1)c1c(N)n(Cc2ccccc2)c(=O)[nH]c1=O	i	i	i	i	i	7	i	i	i	i	-0.4

The listing, repeating the preview:
SMILES	TRPC4 potent	TRPC4 act	TRPC6 act	PolyA inhibitor	MrgX1 antagonist	AI-2 QS mod	MrgX1 agonist	TRPC4 inh	TRPC6 inhibitor	MrgX1 allo act	HIF act
N#C/C(=C\c1cccs1)C(=O)NCc1cccnc1	i	i	i	i	i	8	i	i	i	i	0.0
CCCCN(C(=O)CSCC(=O)Nc1ccc(OC)cc1)c1c(N)n(Cc2ccccc2)c(=O)[nH]c1=O	i	i	i	i	i	7	i	i	i	i	-0.4
COc1cc(NC(=O)CCc2nnc3ccc(N4CCN(C)CC4)nn23)cc(OC)c1	i	i	i	i	i	22	i	i	i	i	-0.5
Cc1ccc(C(=O)C(C)N2C(=O)NC(C)(c3ccccc3)C2=O)cc1 (stereo unspecified)	i	i	i	i	i	20	i	i	i	i	-0.4
CC(C)CCNC(=O)C(=O)NC1CCCC1	i	i	i	i	i	9	i	i	i	i	1.8
CCOc1ccc(-c2cc(CCCC(=O)NCc3cccnc3)no2)cc1	i	i	i	i	i	33	i	i	i	i	2.1
COc1ccc(-c2nc(CS(=O)CC(=O)NC3CCCCC3C)c(C)o2)cc1 (stereo unspecified)	i	i	i	i	i	14	i	i	i	i	0.3
Cn1cnc2cc(NS(=O)(=O)c3ccc(Br)cc3)ccc21	i	i	i	i	i	4	i	i	i	i	0.0
O=C(O)c1ccc(COc2ccc3c(c2)CCC3)cc1	i	i	i	i	i	29	i	i	i	i	-0.4
C[C@@H](NC(=O)c1nc[nH]c1C(=O)NCC(=O)OC(C)(C)C)c1ccccc1	i	i	i	i	i	26	i	i	i	i	-8.0
O=C(Nc1cccc(-c2nc3ncccc3o2)c1)c1sc2cc(Cl)ccc2c1Cl	i	i	i	i	i	25	i	.	i	i	1.1
O=C(C1=C(O)C(=O)N(c2ncccn2)C1c1ccc(Cl)cc1)c1ccco1 (stereo unspecified)	i	i	i	i	i	19	i	i	i	i	1.2
COc1ccc(-n2c(C)cc(/C=C/c3nc(O)c([N+](=O)[O-])c(=O)[nH]3)c2C)cc1	i	i	i	i	i	10	i	i	i	i	-0.2
CCOc1ccccc1NC(=O)c1ccc(S(=O)(=O)N2CCOCC2)cc1	i	i	i	i	i	54	i	i	i	i	-0.3
COc1ccc(-c2ccc(=O)n(CC(=O)Nc3ccc(C(=O)NC4CC4)cc3)n2)cc1OC	i	i	i	i	i	0	i	i	i	i	-0.1
Cc1ccc(C(=O)COC(=O)c2ccncc2)cc1[N+](=O)[O-]	i	i	i	i	i	8	i	i	i	i	-0.2
CCOC(=O)N1CCN(Cc2cc(Cl)c3cccnc3c2O)CC1	i	i	i	i	i	-78*	i	i	i	i	6.0
Cc1ccc(OCCCCN2CCc3ccccc3C2)c(C)c1	i	i	i	i	i	5	i	i	i	i	0.2
CCN(CC)S(=O)(=O)c1nnc(NC(=O)c2ccco2)s1	i	i	i	i	i	29	i	i	i	i	2.1
COC(=O)c1nc2ccccn2c1F	i	i	i	i	i	-7	i	i	i	i	0.9
CCOC(=O)N1CCN(C(=O)c2ccccc2CCc2ccccc2)CC1	i	i	i	i	i	12	i	i	i	i	-0.3
O=S(=O)(NC1CCCCC1)c1ccc(Br)cc1	i	i	i	i	i	23	i	i	i	i	0.1
Cc1ccc(Cn2c(C3CCCN3c3nc(-c4cc(Cl)c(N)c(Cl)c4)cs3)nc3cc(Cl)c(Cl)cc32)cc1 (stereo unspecified)	i	i	i	i	i	4	i	i	i	i	0.5
CCOC(=O)c1cnc2ccc(OC)cc2c1NCCN1CCOCC1	i	i	i	i	i	-5	i	i	i	i	-0.4
CCNC(=O)CSc1nc2cc(S(=O)(=O)Nc3ccc(OC)cc3)ccc2o1	i	i	i	i	i	23	i	i	i	i	-0.8
Cc1ccc(OCC(=O)Nc2sc3c(c2C#N)CCC3)cc1	i	i	i	i	i	7	i	i	i	i	.
CCC(=O)Oc1c(S(=O)(=O)c2ccc(C)cc2)c(C)nn1C(C)(C)C	.	.	.	i	i	24	i	.	.	i	-0.2
C=CCOc1ccccc1CNCCc1ccc(S(N)(=O)=O)cc1	i	i	i	i	i	7	i	i	i	i	-0.3
C=C(C)CSc1nnc(CCCCCNC(=O)OC(C)(C)C)o1	i	i	i	i	i	17	i	i	i	i	-0.1
C/C(O)=c1/cnc2nc3ccccc3n2c1=O	i	i	i	i	i	21	i	i	i	i	-0.1
COCCn1c(SCC(=O)Nc2ccc(C(N)=O)cc2)nc2c([nH]c3ccccc32)c1=O	i	i	i	i	i	13	i	i	i	i	-0.3
O=C(NCC1CCCO1)c1ccc2c(c1)N(Cc1ccccc1)C(=O)CS2 (stereo unspecified)	i	i	i	i	i	47	i	i	i	i	-0.4
C/C(=N\NC(=O)CCCOc1ccc(Cl)cc1C)c1ccc(C)o1	i	i	i	i	i	16	i	i	i	i	-0.4
CC(C)Cc1ccc(/C=C/C(=O)N2CCOCC2)cc1	i	i	i	i	i	1	i	i	i	i	4.3
Cc1ccccc1-c1cccc([C@@H]2C[C@H]3CN(Cc4cccnc4)C(=O)[C@]34CCCN24)c1	i	i	i	i	i	7	i	i	i	i	-0.1
CCOC(=O)C1CCN(S(=O)(=O)c2cccc(-c3cn4ccccc4n3)c2)CC1	i	i	i	i	i	11	i	.	i	i	0.5
CCOC(=O)C1CCN(C(=O)C2CCN(S(=O)(=O)c3ccc4ccccc4c3)CC2)CC1	i	i	i	i	i	18	i	i	i	i	-0.1
COc1ccc(CCNC(=O)CC(Cc2ccccc2)C(=O)O)cc1OC (stereo unspecified)	i	i	i	i	i	4	i	i	i	i	0.3
CCOC(=O)c1c(-c2ccc(F)cc2)csc1NC(=O)c1c(-c2ccccc2)noc1C	i	i	i	i	i	10	i	i	i	i	-0.1
Cc1[nH]c(C)c(S(=O)(=O)Nc2cccc(Cl)c2C)c1C(=O)N1CCCC1	i	i	i	i	i	3	i	i	i	i	0.3
CCOC(=O)C1(N(CC)CC)Sc2cc(C)ccc2NC1=O (stereo unspecified)	i	i	i	i	i	6	i	i	i	i	2.2
COc1ccc(N2C(=O)C(CC(=O)O)S/C2=C\C(C)=O)cc1 (stereo unspecified)	i	i	i	i	i	-16	i	i	i	i	-0.9
COc1ccccc1NS(=O)(=O)c1ccc(Cl)c(NC(=O)c2sc3cc(Cl)ccc3c2Cl)c1	i	i	i	i	i	14	i	i	i	i	-0.5
Cc1ccc(-c2cc(-c3ccccc3)c3c(N)c(S(C)(=O)=O)sc3n2)cc1	i	i	i	i	i	6	i	i	i	i	-0.9
CN(C1CCCCC1)S(=O)(=O)c1ccccc1	i	i	i	i	i	27	i	i	i	i	-0.1
O=C(Nc1ccccc1)Nc1cccc2ccccc12	i	i	i	i	i	23	i	i	i	i	0.3
CCCn1c(=O)c2c(nc3n2CC(C)CN3Cc2ccccc2)n(C)c1=O (stereo unspecified)	i	i	i	i	i	-2	i	i	i	i	-0.4
COc1ccccc1NC(=O)N1CCCC1C(=O)NCc1ccccc1F (stereo unspecified)	i	i	i	i	i	13	i	i	i	i	0.2
NC(=O)c1ccc(-n2nnnc2Oc2ccc(Br)cc2)cc1	i	i	i	i	i	11	i	i	i	i	-0.1
Cc1[nH]c2ccccc2c1C(=O)CSC(=S)N1CCCCC1	i	i	i	i	i	26	i	i	i	i	2.9
(further entries)
SMILES	TRPC4 potent	TRPC4 act	TRPC6 act	PolyA inhibitor	MrgX1 antagonist	AI-2 QS mod	MrgX1 agonist	TRPC4 inh	TRPC6 inhibitor	MrgX1 allo act	HIF act
CCOC(=O)CC1C(=O)NCCN1C(=O)c1ccc(F)cc1F (stereo unspecified)	i	i	i	i	i	8	i	i	i	i	-0.2
COc1ccc(C(=O)N2CCN(Cc3ccc4c(c3)OCO4)CC2)cc1OC	i	i	i	i	i	13	i	i	i	i	-0.1
COc1ccc(S(=O)(=O)N(CC(=O)NCCSc2ccccn2)c2ccccc2)cc1	i	i	i	i	i	8	i	i	i	i	0.6
Cc1cccc(NC(=O)[C@H](Cc2ccccc2)NC(=O)OCc2ccccc2)c1	i	i	i	i	i	24	i	i	i	i	-0.7
Cc1ccc2nc(-c3ccncc3)cc(C(=O)Nc3ccc4c(c3)OCCO4)c2c1	i	i	i	i	i	-10	i	i	i	i	-1.9
CC1CCCC(C)N1CCCNC(=O)c1nn(C)c2c1CSc1ccccc1-2 (stereo unspecified)	i	i	i	i	i	7	i	i	i	i	-0.5
Cn1c(=O)c2c(ncn2CC(=O)N/N=C/C=C\c2ccccc2[N+](=O)[O-])n(C)c1=O	i	i	i	i	i	41	i	i	i	i	0.0
O=C(COC(=O)c1nsc(Cl)c1Cl)NC1CCCC1	i	i	i	i	i	12	i	i	i	i	0.3
O=C(CCCc1ccccc1)NCc1ccccc1	i	i	i	i	i	-1	i	i	i	i	0.0
O=c1cc(CO)oc(CN2CCN(Cc3ccccc3)CC2)c1O	i	i	i	i	i	4	i	i	i	i	-1.4
CCCCC(=O)Nc1ccc(NC(=O)c2cccs2)cn1	i	i	i	i	i	11	i	i	i	i	1.0
COc1ccc(NC(=O)c2oc3ccc(S(=O)(=O)N4CCOCC4)cc3c2C)cc1	i	i	i	i	i	50	i	i	i	i	-0.6
O=C(NC12CC3CC(CC(C3)C1)C2)N1CCC(n2nnc3ccccc32)CC1	i	i	i	i	i	20	i	i	i	i	-0.8
Cn1c(SCC(=O)NNC(=O)Cc2ccccc2)nnc1-c1ccccc1	i	i	i	i	i	18	i	i	i	i	0.3
CCOc1ccccc1-n1c(SCC(N)=O)nc2ccccc2c1=O	i	i	i	i	i	20	i	i	i	i	-0.6
Fc1ccc(NC(=S)N2CCN(c3ccccn3)CC2)cc1Cl	i	i	i	i	i	3	i	i	i	i	0.1

Screening results as filed in PubChem BioAssay.

A portion of the library, so the mix of outcomes need not match the whole.
